Source: PubChem BioAssay (several laboratories)
TLR9-MyD88 inh – inhibitors of human TLR9-MyD88 binding; actives 0.21% (n = 340,000); CHO BLA complementation TLR9-MyD88, CCF4 FRET ratio; inhibition, % at 4.98 µM; AID 504734; Q9NR96+Q99836;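 active = inhibition above the mean over all tested compounds plus 3 SD, cut at about 21% in these data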;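 note: 0% = DMSO only wells and 100% = clavulanate BLA inhibitor control wells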
COUP-TFII inh – NR2F2 (human) inhibition, primary screen | P24468 | inhibition, % at 8.6 µM | HEK293T NGFI-A luciferase reporter, luminescence | actives 0.7% (n = 370,000) | AID 686940;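 active = inhibition above a per-plate cutoff, mean inhibition of test wells between control levels plus 3 SD, cut at about 38% in these data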;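 note: cells cotransfected with COUP-TFII expression vector driving the NGFI-A reporter; 0% = median of COUP-TF2 test wells and 100% = reporter-only cells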
TROY NFkB inh – blocks TROY-dependent signaling in reporter cells; AID 1347056; actives 0.98% (n = 360,000); Q293 LMP1-TROYcd NF-kB luciferase reporter, 4 h; inhibition, % at 10 µM;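 active = compounds whose plate-normalised and pattern-corrected inhibition of the luciferase reporter signal at the single screening dose is 50% or more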
SRC1 inh – human NCOA1 inhibition | HEK293 GAL4-SRC1 luciferase reporter, luminescence | Q15788 | actives 0.12% (n = 360,000) | inhibition, % at 3.6 µM;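 active = inhibition above the campaign mean plus 3 SD, with each screening campaign given its own cutoff, cut at about 60% in these data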;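 note: 0% = DMSO treated cells and 100% = gossypol at 36 µM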
SRC2 inh – inhibits human steroid receptor coactivator 2; HEK293 GAL4-SRC2 luciferase reporter, luminescence; actives 0.17% (n = 370,000); inhibition, % at 9 µM; Q15596;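 active = inhibition above the mean inhibition of all tested compounds plus 3 SD, set per campaign, cut at about 52% in these data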;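 note: 0% = DMSO treated cells and 100% = cells given Gossypol at 36 µM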
NOD2-RIPK2 inh – blocks binding of human NOD2 to RIPK2; O43353; CHO BLA complementation NOD2-RIPK2, CCF4 ratio; inhibition, % at 4.98 µM; actives 0.38% (n = 360,000); in the data active = inhibition above about 21%;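 note: 0% = vehicle only and 100% = reference blocker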
TRAIL sens C8 – sensitizes caspase-8 expressing cells to TRAIL; NB7+C8 cells + TRAIL, ATPlite viability luminescence; inhibition (viability loss, TRAIL sensitization), % at 10 µM; actives 1% (n = 360,000);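 active = compounds causing at least 50% loss of cell viability in the single-dose screen, relative to plate controls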
LMP1 NFkB inh – inhibitors of Epstein-Barr LMP1-induced NF-kappaB reporter; actives 0.69% (n = 350,000); inhibition, % at 12.5 µM; LMP1-induced NF-kappaB luciferase reporter cells, luminescence; in the data active = inhibition above about 41%;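 note: 0% = neutral control wells and 100% = reference inhibitor control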
Vif inh – HIV Vif inhibition. HEK293T cells, Vif self-association by quenched fluorescence, imaging, 24 h. inhibition, % at 7.49 µM. actives 0.35% (n = 340,000); in the data active = inhibition above about 50%, passing the limit was not always enough; note: some results filed as inactive read as strong as hits
NCOA3 inh – inhibitors of human steroid receptor coactivator 3 (SRC3); actives 0.17% (n = 360,000); inhibition, % at 3.6 µM; Q9Y6Q9; AID 588352; HEK293 GAL4-SRC3 luciferase reporter, luminescence;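 active = inhibition above a per-campaign cutoff, the mean of all compounds plus 3 SD, cut at about 60% in these data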;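 note: 0% = DMSO-treated cells and 100% = gossypol-treated cells at 36 µM; higher means less SRC3-driven luciferase light from the GAL4 reporter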
Target sequence (Q9Y6Q9 whole entry, looked up, the tested form may be a part): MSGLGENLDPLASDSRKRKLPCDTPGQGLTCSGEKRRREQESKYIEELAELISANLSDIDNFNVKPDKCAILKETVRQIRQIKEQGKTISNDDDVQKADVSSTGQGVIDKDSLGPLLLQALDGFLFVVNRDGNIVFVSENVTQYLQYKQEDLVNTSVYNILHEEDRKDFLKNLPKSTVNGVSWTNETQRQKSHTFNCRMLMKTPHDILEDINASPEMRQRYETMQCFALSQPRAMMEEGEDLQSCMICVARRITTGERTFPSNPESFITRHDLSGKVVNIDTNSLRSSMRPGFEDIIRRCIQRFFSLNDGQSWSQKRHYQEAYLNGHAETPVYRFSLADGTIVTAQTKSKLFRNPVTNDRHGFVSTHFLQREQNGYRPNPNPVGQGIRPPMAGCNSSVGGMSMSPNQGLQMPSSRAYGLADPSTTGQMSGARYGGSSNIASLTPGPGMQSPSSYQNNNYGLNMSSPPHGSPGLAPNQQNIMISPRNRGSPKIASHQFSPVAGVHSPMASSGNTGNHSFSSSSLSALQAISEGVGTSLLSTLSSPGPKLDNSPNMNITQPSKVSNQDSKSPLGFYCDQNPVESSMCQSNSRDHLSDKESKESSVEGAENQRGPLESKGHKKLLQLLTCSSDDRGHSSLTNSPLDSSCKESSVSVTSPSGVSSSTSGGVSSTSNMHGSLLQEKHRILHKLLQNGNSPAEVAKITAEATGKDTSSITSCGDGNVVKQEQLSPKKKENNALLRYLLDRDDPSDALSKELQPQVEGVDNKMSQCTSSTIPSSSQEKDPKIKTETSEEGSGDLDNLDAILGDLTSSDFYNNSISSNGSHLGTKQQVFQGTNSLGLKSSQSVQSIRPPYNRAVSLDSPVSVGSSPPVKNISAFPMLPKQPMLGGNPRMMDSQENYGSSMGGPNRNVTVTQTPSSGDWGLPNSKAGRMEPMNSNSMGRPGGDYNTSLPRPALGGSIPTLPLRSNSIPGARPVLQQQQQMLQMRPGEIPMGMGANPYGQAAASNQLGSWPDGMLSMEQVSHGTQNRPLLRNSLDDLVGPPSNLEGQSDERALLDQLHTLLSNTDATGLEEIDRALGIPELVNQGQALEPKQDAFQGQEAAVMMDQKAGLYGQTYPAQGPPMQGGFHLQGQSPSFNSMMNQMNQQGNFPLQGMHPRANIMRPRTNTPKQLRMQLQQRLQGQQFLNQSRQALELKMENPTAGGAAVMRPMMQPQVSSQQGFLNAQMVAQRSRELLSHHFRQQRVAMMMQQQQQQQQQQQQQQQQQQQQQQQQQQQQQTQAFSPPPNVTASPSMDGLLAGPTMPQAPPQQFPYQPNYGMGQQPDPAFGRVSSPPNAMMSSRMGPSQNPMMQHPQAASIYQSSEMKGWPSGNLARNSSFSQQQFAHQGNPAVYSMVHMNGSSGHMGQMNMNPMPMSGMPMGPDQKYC
NR5A2 inv ag – inverse agonists of human LRH-1 (NR5A2) | inhibition, % at 3.6 µM | O00482 | HEK293T StAR-luciferase reporter, LRH-1 transfected, 24 h | actives 0.13% (n = 360,000) | AID 602396;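 active = inhibition above the mean inhibition of all tested compounds plus 3 SD, cut at about 73% in these data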;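 note: 0% = DMSO wells and 100% = reporter-only cells lacking LRH-1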
* hit, by the source's call. A portion of the library. The share of hits here may be higher or lower than overall.

Sample of the layout:
O=C(NCc1ccc2c(c1)OCO2)C(=O)NCC(c1ccco1)N1CCN(c2ccccc2)CC1 (stereo not drawn) was read as TLR9-MyD88 inh -11, COUP-TFII inh 3, TROY NFkB inh 27, SRC1 inh -2, SRC2 inh 12, NOD2-RIPK2 inh -5, TRAIL sens C8 1, LMP1 NFkB inh 0, Vif inh -6, NCOA3 inh 20 and NR5A2 inv ag 12.
O=C(O)c1ccc(NS(=O)(=O)c2cc(Cl)sc2Cl)cc1 was read as TLR9-MyD88 inh -2, COUP-TFII inh -22, TROY NFkB inh -8, SRC1 inh 16, SRC2 inh -9, NOD2-RIPK2 inh -12, TRAIL sens C8 0, LMP1 NFkB inh 8, Vif inh -5, NCOA3 inh 4 and NR5A2 inv ag -6.

Main list, repeating the preview:
O=C(NCc1ccc2c(c1)OCO2)C(=O)NCC(c1ccco1)N1CCN(c2ccccc2)CC1 (stereo not drawn) was read as TLR9-MyD88 inh -11, COUP-TFII inh 3, TROY NFkB inh 27, SRC1 inh -2, SRC2 inh 12, NOD2-RIPK2 inh -5, TRAIL sens C8 1, LMP1 NFkB inh 0, Vif inh -6, NCOA3 inh 20 and NR5A2 inv ag 12.
O=C(O)c1ccc(NS(=O)(=O)c2cc(Cl)sc2Cl)cc1 was read as TLR9-MyD88 inh -2, COUP-TFII inh -22, TROY NFkB inh -8, SRC1 inh 16, SRC2 inh -9, NOD2-RIPK2 inh -12, TRAIL sens C8 0, LMP1 NFkB inh 8, Vif inh -5, NCOA3 inh 4 and NR5A2 inv ag -6.
`O=C(CC(c1ccccc1)c1ccccc1O)NCc1ccccc1` (stereo not drawn) gave TLR9-MyD88 inh -2, COUP-TFII inh 8, TROY NFkB inh 2, SRC1 inh -4, SRC2 inh -28, NOD2-RIPK2 inh -4, TRAIL sens C8 -6, LMP1 NFkB inh 12, Vif inh -2, NCOA3 inh 3 and NR5A2 inv ag -3.
Screening CN(C)C=Nc1nonc1N returned TLR9-MyD88 inh -5, COUP-TFII inh 3, TROY NFkB inh -2, SRC1 inh -12, SRC2 inh -8, NOD2-RIPK2 inh 7, TRAIL sens C8 0, LMP1 NFkB inh 4, Vif inh 28, NCOA3 inh 12 and NR5A2 inv ag -12.
`CCOC(=O)N1CCN(C(=O)c2c[nH]c3ccc(S(=O)(=O)N(C)c4cccc(C)c4)cc3c2=O)CC1` gave TLR9-MyD88 inh -5, COUP-TFII inh 0, TROY NFkB inh -12, SRC1 inh 0, SRC2 inh -10, NOD2-RIPK2 inh 0, TRAIL sens C8 -7, LMP1 NFkB inh 0, Vif inh 0, NCOA3 inh 5 and NR5A2 inv ag 2.
For Cc1cc2c(SCC(=O)Nc3cccc(O)c3)ncnc2s1 the results were TLR9-MyD88 inh -2, COUP-TFII inh 8, TROY NFkB inh 21, SRC1 inh -12, SRC2 inh 4, NOD2-RIPK2 inh -7, TRAIL sens C8 36, LMP1 NFkB inh -3, Vif inh -5, NCOA3 inh -11 and NR5A2 inv ag 0.
`CCC/C(=N\NC(=O)c1ccccc1C)c1ccccc1` gave TLR9-MyD88 inh -2, COUP-TFII inh -15, TROY NFkB inh -25, SRC1 inh -42, SRC2 inh -32, NOD2-RIPK2 inh -7, TRAIL sens C8 -3, LMP1 NFkB inh -1, Vif inh -10, NCOA3 inh -17 and NR5A2 inv ag -77.
Screening O=C(CCN1CCCCO1)N1CCCC(N2CCN(c3ccc(F)cc3)CC2)C1 (stereo not drawn) returned TLR9-MyD88 inh 8, COUP-TFII inh 11, TROY NFkB inh -11, SRC1 inh 6, SRC2 inh -21, NOD2-RIPK2 inh -12, TRAIL sens C8 -2, LMP1 NFkB inh -5, Vif inh 5, NCOA3 inh 15 and NR5A2 inv ag 8.
`O=C(Nc1ccc(F)cc1)c1cccc2c1C(=O)N(Cc1ccccn1)C2` gave TLR9-MyD88 inh 2, COUP-TFII inh 1, TROY NFkB inh -26, SRC1 inh -11, SRC2 inh -24, NOD2-RIPK2 inh -7, TRAIL sens C8 -13, LMP1 NFkB inh 0, Vif inh -16, NCOA3 inh 10 and NR5A2 inv ag -13.
c1ccc2nc(-c3ccc4c(c3)OCO4)ccc2c1 was read as TLR9-MyD88 inh 4, COUP-TFII inh -37, TROY NFkB inh -43, SRC1 inh -124, SRC2 inh -91, NOD2-RIPK2 inh -5, TRAIL sens C8 37, LMP1 NFkB inh -55, Vif inh -14, NCOA3 inh -108 and NR5A2 inv ag -132.
Screening CCOC(=O)CN(c1sc(C)c(C)c1C(=O)OCC)S(=O)(=O)c1ccc(C)cc1 returned TLR9-MyD88 inh 1, COUP-TFII inh 3, TROY NFkB inh -6, SRC1 inh 12, SRC2 inh -4, NOD2-RIPK2 inh -4, TRAIL sens C8 -1, LMP1 NFkB inh -8, NCOA3 inh 5 and NR5A2 inv ag 0.
C[C@H](NC(=O)c1ccco1)C(=O)Nc1nc(-c2ccccn2)cs1 was read as TLR9-MyD88 inh 15, COUP-TFII inh 9, TROY NFkB inh -2, SRC1 inh -8, SRC2 inh -12, NOD2-RIPK2 inh -12, TRAIL sens C8 18, LMP1 NFkB inh 9, Vif inh -2, NCOA3 inh -15 and NR5A2 inv ag 4.
Screening Cc1cc(C(C)(C)C)cc(S(=O)(=O)NCC(=O)O)c1C returned TLR9-MyD88 inh 3, COUP-TFII inh 2, TROY NFkB inh -13, SRC1 inh -1, SRC2 inh -2, NOD2-RIPK2 inh -10, TRAIL sens C8 -9, LMP1 NFkB inh 3, Vif inh -7, NCOA3 inh -14 and NR5A2 inv ag 1.
`COC(=O)c1ccc(C(=O)Nc2ccc(N)cc2N)cc1` gave TLR9-MyD88 inh -3, COUP-TFII inh -7, TROY NFkB inh -2, SRC1 inh -23, SRC2 inh -30, NOD2-RIPK2 inh 3, TRAIL sens C8 -7, LMP1 NFkB inh -6, Vif inh 5, NCOA3 inh -42 and NR5A2 inv ag -37.
Screening O=C(N1CCOCC1)N1[C@H](COCc2ccccc2)C=CS1(=O)=O returned COUP-TFII inh 11, TROY NFkB inh -1, SRC1 inh 5, SRC2 inh 21, NOD2-RIPK2 inh -6, TRAIL sens C8 -10, NCOA3 inh 17 and NR5A2 inv ag 6.
Screening COc1ccc(C2C(C#N)=C(N)Oc3cc(N)ccc32)cc1 (stereo not drawn) returned TLR9-MyD88 inh -3, COUP-TFII inh 12, TROY NFkB inh -8, SRC1 inh 5, SRC2 inh -2, NOD2-RIPK2 inh -7, TRAIL sens C8 3, LMP1 NFkB inh -1, Vif inh -7, NCOA3 inh 6 and NR5A2 inv ag -11.
For CCCCN1C(=O)/C(=C2\SC(N3CCOCC3)=NC2=O)c2ccccc21 the results were TLR9-MyD88 inh -7, COUP-TFII inh -27, TROY NFkB inh -2, SRC1 inh -15, SRC2 inh -11, NOD2-RIPK2 inh -7, TRAIL sens C8 18, LMP1 NFkB inh -5, Vif inh -2, NCOA3 inh -9 and NR5A2 inv ag -11.
For Cc1ccc(C(=O)Nc2ccc3c(c2)nc(CCNC(=O)c2ccco2)n3C)cc1 the results were TLR9-MyD88 inh 5, COUP-TFII inh -36, TROY NFkB inh -51, SRC1 inh -71, SRC2 inh -38, NOD2-RIPK2 inh -7, TRAIL sens C8 10, LMP1 NFkB inh -14, Vif inh 0, NCOA3 inh -55 and NR5A2 inv ag -94.
For COc1ccc(OC)c(/C=N/NC(=O)c2c(C)nc3ccc(C)cn23)c1 the results were TLR9-MyD88 inh -8, COUP-TFII inh 12, TROY NFkB inh -2, SRC1 inh 2, SRC2 inh 12, NOD2-RIPK2 inh -9, TRAIL sens C8 -2, LMP1 NFkB inh -2, NCOA3 inh -7 and NR5A2 inv ag -1.
For Cc1ccc(N(C(=O)c2csnn2)C(C(=O)NC2CCCCC2)c2ccncc2)cc1 (stereo not drawn) the results were TLR9-MyD88 inh -7, COUP-TFII inh 8, TROY NFkB inh -4, SRC1 inh -1, SRC2 inh -10, NOD2-RIPK2 inh 4, TRAIL sens C8 -1, LMP1 NFkB inh -4, Vif inh 4, NCOA3 inh -5 and NR5A2 inv ag -25.
Screening CN(C)c1ccc(CN(C(=O)COc2ccccc2)C2CCS(=O)(=O)C2)cc1 (stereo not drawn) returned TLR9-MyD88 inh -2, COUP-TFII inh 21, TROY NFkB inh -2, SRC1 inh -6, SRC2 inh 13, NOD2-RIPK2 inh -1, TRAIL sens C8 -24, LMP1 NFkB inh -8, Vif inh -16, NCOA3 inh 8 and NR5A2 inv ag 15.
Screening CCc1ccc(OCC(=O)OCC(=O)c2ccc3c(c2)NC(=O)CO3)cc1 returned TLR9-MyD88 inh -3, COUP-TFII inh 6, TROY NFkB inh 12, SRC1 inh -18, SRC2 inh 5, NOD2-RIPK2 inh 5, TRAIL sens C8 -20, LMP1 NFkB inh 4, Vif inh 6, NCOA3 inh 13 and NR5A2 inv ag 9.
Screening CNc1nc(C)nc(-n2nc(C)cc2C)n1 returned TLR9-MyD88 inh -2, COUP-TFII inh -6, TROY NFkB inh -10, SRC1 inh -17, SRC2 inh -1, NOD2-RIPK2 inh 3, TRAIL sens C8 -6, LMP1 NFkB inh -5, Vif inh 3, NCOA3 inh 3 and NR5A2 inv ag -5.
Screening C=CCNC(=O)CC(=O)N/N=C/c1ccc(F)cc1 returned TLR9-MyD88 inh -6, COUP-TFII inh 15, TROY NFkB inh -4, SRC1 inh -15, SRC2 inh 0, NOD2-RIPK2 inh -9, TRAIL sens C8 -10, LMP1 NFkB inh -8, Vif inh -3, NCOA3 inh 4 and NR5A2 inv ag 14.
Screening COc1ccc(-c2cc(C(F)(F)F)n3ncc(C(=O)N4CCc5ccccc5C4)c3n2)cc1 returned TLR9-MyD88 inh -2, COUP-TFII inh -3, TROY NFkB inh -3, SRC1 inh -1, SRC2 inh 12, NOD2-RIPK2 inh -9, TRAIL sens C8 -2, LMP1 NFkB inh 1, Vif inh 4, NCOA3 inh 10 and NR5A2 inv ag 26.
Screening O=C(N/N=C/c1c[nH]c2ccccc12)C1COc2ccccc2O1 (stereo not drawn) returned TLR9-MyD88 inh -11, COUP-TFII inh 3, TROY NFkB inh -15, SRC1 inh -5, SRC2 inh -3, NOD2-RIPK2 inh 0, TRAIL sens C8 -12, LMP1 NFkB inh -5, Vif inh 0, NCOA3 inh 5 and NR5A2 inv ag 24.
`COc1ccc(OCC(=O)N/N=c2\oc3c(OC)cccc3cc2C(N)=O)cc1` gave TLR9-MyD88 inh -10, COUP-TFII inh -2, TROY NFkB inh -16, SRC1 inh 2, SRC2 inh -4, NOD2-RIPK2 inh -10, TRAIL sens C8 -7, LMP1 NFkB inh 4, Vif inh -1, NCOA3 inh -20 and NR5A2 inv ag 8.
Cn1nccc1C(=O)NC1CCCc2c1cnn2-c1cc(F)cc(F)c1 (stereo not drawn) was read as TLR9-MyD88 inh -6, COUP-TFII inh 24, TROY NFkB inh -24, SRC1 inh -2, SRC2 inh 6, NOD2-RIPK2 inh -14, TRAIL sens C8 -5, LMP1 NFkB inh -1, Vif inh -23, NCOA3 inh 12 and NR5A2 inv ag 4.
